Assay outcomes: PubChem BioAssay, several laboratories
MC4R barr agon = agonists of human melanocortin 4 receptor (MC4R) beta-arrestin. P32245. U2OS MC4R beta-arrestin complementation, luminescence; percent of melanotan II response, DMSO zero. activation, % at 8.9 µM. 360,000 compounds, 0.98% hits. AID 540308;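 active = activation above a per-plate cutoff, the mean activation of sample wells on that plate plus 3 SD, cut at about 8% in these data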
Target sequence (P32245 whole entry, looked up): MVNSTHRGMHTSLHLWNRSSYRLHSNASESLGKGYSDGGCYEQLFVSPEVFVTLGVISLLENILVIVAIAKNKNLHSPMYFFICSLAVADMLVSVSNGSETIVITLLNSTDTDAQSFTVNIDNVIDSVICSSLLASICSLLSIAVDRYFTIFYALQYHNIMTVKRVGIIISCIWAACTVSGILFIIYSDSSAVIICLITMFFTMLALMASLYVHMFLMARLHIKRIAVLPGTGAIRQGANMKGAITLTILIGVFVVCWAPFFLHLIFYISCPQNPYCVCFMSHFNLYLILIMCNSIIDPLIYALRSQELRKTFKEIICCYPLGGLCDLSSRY
TLR9-MyD88 inh = blocks human TLR9 binding to MyD88. AID 504734. 340,000 compounds, 0.21% hits. Q9NR96+Q99836. CHO BLA complementation TLR9-MyD88, CCF4 FRET ratio. inhibition, % at 4.98 µM;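 active = inhibition above the mean over all tested compounds plus 3 SD, cut at about 21% in these data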;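 note: 0% = DMSO only wells and 100% = clavulanate BLA inhibitor control wells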
ABHD5 PLIN5 PPI = inhibitors of human ABHD5-perilipin-5 interaction | 360,000 compounds, 0.78% hits | inhibition, % at 4 µM | Split G. princeps luciferase complementation, luminescence, 4 h;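 active = inhibition above the mean inhibition across every tested compound plus 3 SD, cut at about 22% in these data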;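 note: 0% = DMSO only wells and the 100% control is not disclosed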
NR5A2 inv ag = suppresses constitutive activity of human LRH-1; O00482; inhibition, % at 3.6 µM; HEK293T StAR-luciferase reporter, LRH-1 transfected, 24 h; 360,000 compounds, 0.13% hits; AID 602396;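 active = inhibition above the mean inhibition of all tested compounds plus 3 SD, cut at about 73% in these data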;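 note: 0% = DMSO wells and 100% = reporter-only cells lacking LRH-1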
NCOA2 inhibitor = human SRC2 (NCOA2) inhibition. inhibition, % at 9 µM. HEK293 GAL4-SRC2 luciferase reporter, luminescence. Q15596. 370,000 compounds, 0.17% hits;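 active = inhibition above the mean inhibition of all tested compounds plus 3 SD, set per campaign, cut at about 52% in these data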;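 note: 0% = DMSO treated cells and 100% = cells given Gossypol at 36 µM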
SRC1 inh = inhibitors of human steroid receptor coactivator 1 (SRC1); Q15788; HEK293 GAL4-SRC1 luciferase reporter, luminescence; inhibition, % at 3.6 µM; 360,000 compounds, 0.12% hits; AID 588354;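 active = inhibition above the campaign mean plus 3 SD, with each screening campaign given its own cutoff, cut at about 60% in these data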;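 note: 0% = DMSO treated cells and 100% = gossypol at 36 µM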
MC4R antag cAMP = blocks human MC4R cAMP signaling; MC4R-expressing cells, MTII-stimulated cAMP, LANCE TR-FRET; P32245; 360,000 compounds, 0.48% hits; AID 540295; inhibition, % at 6.5 µM;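 active = inhibition above its plate's cutoff, the mean of tested wells on that plate plus 3 SD, cut at about 29% in these data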;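 note: 0% = Melanotan II alone and 100% = Melanotan II plus saturating MCL0020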
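System – human MC4R-expressing U2OS cells · Also added – Melanotan II · Dosing – one concentration, 6.5 µM nominal · Timing – 30-min compound, 1-h challenge, 1-h detection, room temperature · Measured by – Eu-cAMP/anti-cAMP TR-FRET, emission 671 nm · Replicates – singlicate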
EBV LMP1 NFkB = Epstein-Barr LMP1 NF-kappaB reporter inhibition; AID 504558; inhibition, % at 12.5 µM; LMP1-induced NF-kappaB luciferase reporter cells, luminescence; 350,000 compounds, 0.69% hits; in the data active = inhibition above about 41%;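 note: 0% = neutral control wells and 100% = reference inhibitor control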
SRC3 inh = human NCOA3 inhibition; Q9Y6Q9; HEK293 GAL4-SRC3 luciferase reporter, luminescence; inhibition, % at 3.6 µM; 360,000 compounds, 0.17% hits;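 active = inhibition above a per-campaign cutoff, the mean of all compounds plus 3 SD, cut at about 60% in these data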;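 note: 0% = DMSO-treated cells and 100% = gossypol-treated cells at 36 µM; higher means less SRC3-driven luciferase light from the GAL4 reporter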
NOD2 RIPK2 PPI = NOD2-RIPK2 protein interaction inhibition | O43353 | CHO BLA complementation NOD2-RIPK2, CCF4 ratio | inhibition, % at 4.98 µM | 360,000 compounds, 0.38% hits; in the data active = inhibition above about 21%;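 note: 0% = vehicle only and 100% = reference blocker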
NR2F2 inh = blocks human COUP-TFII nuclear receptor | 370,000 compounds, 0.7% hits | inhibition, % at 8.6 µM | HEK293T NGFI-A luciferase reporter, luminescence | P24468;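 active = inhibition above a per-plate cutoff, mean inhibition of test wells between control levels plus 3 SD, cut at about 38% in these data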;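 note: cells cotransfected with COUP-TFII expression vector driving the NGFI-A reporter; 0% = median of COUP-TF2 test wells and 100% = reporter-only cells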
Target sequence (P24468 whole entry, looked up): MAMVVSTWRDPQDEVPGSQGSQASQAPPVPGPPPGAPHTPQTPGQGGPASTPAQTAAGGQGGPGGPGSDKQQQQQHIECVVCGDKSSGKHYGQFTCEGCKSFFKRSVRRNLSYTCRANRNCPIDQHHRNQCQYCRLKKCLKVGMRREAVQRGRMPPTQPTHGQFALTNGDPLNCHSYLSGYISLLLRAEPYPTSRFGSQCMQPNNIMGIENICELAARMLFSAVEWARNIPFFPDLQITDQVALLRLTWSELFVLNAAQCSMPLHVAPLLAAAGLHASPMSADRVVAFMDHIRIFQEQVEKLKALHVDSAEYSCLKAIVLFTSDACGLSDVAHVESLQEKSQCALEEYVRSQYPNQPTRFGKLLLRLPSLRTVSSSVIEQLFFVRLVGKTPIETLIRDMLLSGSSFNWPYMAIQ
The depositor's hits bear a star; . = no result given.

SMILES	MC4R barr agon	TLR9-MyD88 inh	ABHD5 PLIN5 PPI	NR5A2 inv ag	NCOA2 inhibitor	SRC1 inh	MC4R antag cAMP	EBV LMP1 NFkB	SRC3 inh	NOD2 RIPK2 PPI	NR2F2 inh
CC(NC(=O)COC(=O)c1ccc(OCC2CCCO2)cc1)c1ccccc1Cl (stereo not given)	-1.2	5	-9	7	-12	2	7	-2	-3	7	-23
COc1ccc2nc3oc(C(=O)Nc4ccc(OC)c(OC)c4)cc3cc2c1	-0.8	-4	1	4	-34	11	1	14	1	3	-3
Nc1ncnc2c1ncn2[C@@H]1O[C@H](CNCC(O)CO)[C@@H](O)[C@H]1O (stereo not given in full)	-1.5	5	-8	-15	11	-3	-6	-3	-5	2	-16
CCCCCCn1c(=O)c(Cc2ccccc2)c(O)c2ccccc21	-1.3	-2	0	6	11	0	-4	-1	23	-14	6
O=C1CCCN1c1ccc(C(=O)N(Cc2nnc(-c3ccccc3Cl)o2)C2CC2)cc1	-0.5	-10	-8	-14	-4	4	2	-3	-56	-8	9
CN(C)S(=O)(=O)c1ccc(S(=O)(=O)NCc2cccs2)cc1	-2.0	-15	2	11	22	-25	3	-1	3	-6	1
COc1ccc(COC(=O)C2=C(C)NC(=O)NC2c2ccc(F)cc2)cc1 (stereo not given)	-1.5	-2	-10	18	42	22	4	2	41	-1	39*
COC(=O)c1cccc(Cn2c(Cl)c(/C=N/NC(=O)c3ccccc3Cl)sc2=O)c1	-0.9	2	-7	3	3	-1	-10	11	-3	8	-11
O=C(COC(=O)Cc1c[nH]c2ccccc12)Nc1c(Cl)cccc1C(F)(F)F	0.6	0	5	21	1	0	-3	-5	6	1	10
COc1ccc(NC(=O)c2ccc(COc3ccccc3)o2)c(OC)c1	-1.1	1	-2	0	-33	-17	7	3	-9	4	10
CCCc1cc(=O)[nH]c(SCC(=O)N(CCOC)c2c(N)n(Cc3ccccc3)c(=O)[nH]c2=O)n1	-4.5	2	-2	-6	2	2	10	6	-3	9	-16
Cc1ncc([N+](=O)[O-])n1CCOC(=O)C12CC3CC(CC(C3)C1)C2	0.3	2	0	16	-28	5	20	-3	1	-5	-7
CN(CCOc1ccccc1)C(=O)C1CCC(=O)N(CCN2CCOCC2)C1 (stereo not given)	-3.2	1	4	11	-3	-3	6	-3	12	-9	-12
O=S1(=O)CC(N2CCN(CC3CC3)CC2)CN1C1CCCCC1 (stereo not given)	.	.	-5	-15	-7	1	.	.	-6	-17	-17
O=C(CCN1CCc2ccccc2CC1)c1ccc2c(c1)OCCO2	-0.5	-3	20	3	26	-17	20	13	-8	4	-15
Cc1ccccc1CN(C)CC(=O)Nc1ccccc1Oc1ccccc1	1.7	-3	2	11	21	-1	0	11	-1	-19	18
COc1ccc(OC)c(/C=C/C(=O)OCC(=O)NCc2cccs2)c1	-2.3	3	-4	17	-11	10	-3	3	-19	3	14
O=C(CN1C(=O)c2ccccc2C1=O)OCC(=O)c1ccc(F)cc1	-1.4	6	8	2	6	-17	5	0	4	-1	5
O=C(O)CSc1nnc(C2COc3ccccc3O2)n1-c1ccccc1 (stereo not given)	0.6	5	4	-28	6	-3	1	-4	1	-7	-13
CC(=O)c1cccc(N=C2NC(=O)C(CO)(CO)S2)c1	0.6	3	-6	0	-36	-8	14	-2	2	-1	-2
Cc1ccc(NCC(=O)c2ccccc2)cc1Cl	4.1	-4	-9	4	-4	1	6	-2	3	0	-7
Cc1cc(C)c2nc(-c3ccccn3)cc(C(=O)NCc3cc(C)n(C)n3)c2c1	-0.8	-7	-2	-8	-26	-4	4	-10	20	-5	4
CCCCN1C(=O)C(CC(=O)NCc2ccco2)CC(C(=O)N(CC)CC)=C1C (stereo not given)	0.0	1	-4	-15	4	7	19	5	-8	-1	-14
C[C@@H]1CC=C[C@@H]2[C@H]1C(=O)N(Cc1ccccc1)[C@H]2c1ccccc1Br	0.4	-2	2	1	-15	1	14	5	2	2	27

Reprinted from the part before: 2 entries; new compounds follow.
SMILES	MC4R barr agon	TLR9-MyD88 inh	ABHD5 PLIN5 PPI	NR5A2 inv ag	NCOA2 inhibitor	SRC1 inh	MC4R antag cAMP	EBV LMP1 NFkB	SRC3 inh	NOD2 RIPK2 PPI	NR2F2 inh
CCCCN1C(=O)C(CC(=O)NCc2ccco2)CC(C(=O)N(CC)CC)=C1C (stereo not given)	0.0	1	-4	-15	4	7	19	5	-8	-1	-14
C[C@@H]1CC=C[C@@H]2[C@H]1C(=O)N(Cc1ccccc1)[C@H]2c1ccccc1Br	0.4	-2	2	1	-15	1	14	5	2	2	27
O=C(Nc1cc2c3c(c1)CC(=O)N3CCC2)c1ccc(Cl)cc1	-3.0	-9	-5	-53	-37	-17	18	-11	8	-7	-23
Cc1ccc(C)c(N2C(=O)CS/C2=N\NC(=O)c2ccccc2Cl)c1	-0.8	2	4	-11	-16	-4	6	3	11	5	-19
Nc1nonc1-c1nc2ccccc2n1Cc1ccc(F)cc1	0.8	0	-9	12	-14	-30	0	-16	-11	0	12
CCOC(=O)C1=CCN(S(=O)(=O)c2ccccc2F)C1c1ccccc1 (stereo not given)	.	.	-4	1	-19	3	.	.	-32	12	1
Cc1cc(C)cc(NC(=O)CCN2CC(C)OC(C)C2)c1 (stereo not given)	2.3	-3	3	23	-56	-79	0	2	6	3	8
c1ccc(-c2cncnc2)nc1	0.4	2	4	2	-14	4	4	-7	9	5	7
CN1C(=O)C(C)(C)c2cc(S(=O)(=O)N3CCN(c4ccccc4F)CC3)ccc21	1.3	5	6	-1	6	-1	-24	2	3	-13	-5
Cc1cc(NC(=O)CSc2nc(-c3ccccc3Cl)nc3c2c(=O)n(C)c(=O)n3C)no1	-2.1	-2	4	11	6	7	-6	1	19	1	-2
COc1ccc([C@H]2CC(=O)C[C@@H](CCn3cc(Cc4ccccc4)nn3)O2)cc1	.	.	-1	14	9	.	.	.	.	-16	-11
CCCCC(CC)COC(=O)CCCCC(=O)OCC(CC)CCCC (stereo not given)	0.3	-10	6	21	-18	-12	5	-1	5	-14	15
O=C(O)CCc1ccc(-c2ccc(Br)cc2)n1-c1ccc(O)cc1	0.0	-10	6	-25	-19	3	8	-4	-12	0	7
CCn1c(C(=O)N2CCC(C(=O)NCCCSC3CCCCC3)CC2)cc2sccc21	0.7	3	1	7	-11	-12	8	-2	13	2	9
CCN(CC)c1ncnc2c1ncn2[C@H]1CN(CCOC)C[C@@H](CO)O1	0.3	.	-5	1	5	-6	-1	.	1	-8	-9
O=C(c1cccc(Cl)c1)N1CCC2(CC1)NCCc1[nH]cnc12	-2.8	-2	-2	-15	13	-5	-1	-10	22	-4	5
Cc1ccc(S(=O)(=O)N2CCCC2)cc1C(=O)NCc1ccccc1CN1CCCC1	-1.6	17	7	-17	-4	0	3	-2	1	3	0
Cc1nn(-c2ccccc2)c2sc(C(=O)N(Cc3ccco3)C(C)C(=O)NC(C)(C)C)cc12 (stereo not given)	-1.2	-3	-4	3	14	-10	6	-4	6	2	-6
COc1cccc(CNC(=O)[C@@H]2CCCN2C(=O)[C@@H]2CCCN2C(=O)c2cccc3ccccc23)c1	.	.	1	-6	-20	.	.	.	.	-2	-2
CC(=O)Nc1cccc(NS(=O)(=O)c2cccc3nsnc23)c1	0.0	-6	-3	3	-18	18	-2	8	14	-2	-18
COc1ccccc1CCC(=O)Nc1cc(S(=O)(=O)N2CCCCC2)ccc1N1CCN(C)CC1	-3.4	-8	-4	-14	-33	14	5	4	2	2	-16
CCc1ccc(NC(=O)CSc2nc3c(c(=O)n(C)c(=O)n3C)n2C)cc1	-1.3	-16	-5	22	14	1	4	4	12	-8	-2
CC1(C(=O)Nc2ccc3c(c2)OCCO3)CN(S(C)(=O)=O)CC(=O)N1Cc1cccc(C(F)(F)F)c1 (stereo not given)	.	.	-6	28	2	.	.	.	.	-8	4
CN(Cc1ccccn1)C(=O)c1cc(COc2ccc(F)c(F)c2)on1	0.0	-4	-5	-75	-50	-68	-3	-21	-86	-5	-40
O=C(NC1CCCC1)C(c1ccccc1F)N(C(=O)c1ccco1)C1CCCC1 (stereo not given)	-1.1	-1	-7	10	-10	-5	5	-4	7	-1	12
COc1ccccc1N1CCN(C(=O)C2CCN(S(=O)(=O)c3ccc(C)cc3)CC2)CC1	-1.6	-11	1	-18	3	-13	-1	6	11	-3	16
COc1ccc(/C=C/C(=O)c2c(O)c(OC)c3occc3c2OC)cc1	-1.9	11	49*	-11	6	9	-22	4	7	-4	4
CN(C)c1ccc(/C=C(\Cl)c2nc3ccccc3s2)cc1	-3.7	25*	-10	28	.	35	-7	3	45	17	.
CN1OC[C@@H]2CN[C@H](c3ccc(-c4cccc(F)c4)cc3)C[C@@H]21	-0.4	-6	7	-83	-14	-86	1	-14	-107	4	-58
NS(=O)(=O)c1ccc(CNC(=O)c2ccccn2)cc1	0.4	0	-1	6	-1	18	11	-11	6	-5	-10
CCN(CC)S(=O)(=O)c1cccc(-c2nnc(SCCOc3ccc(Cl)cc3)o2)c1	0.1	12	-3	-13	5	-4	10	14	0	-5	-2
C/C(CC(=O)Nc1ccccc1C)=N\NC(=O)Cc1csc(N)n1	0.8	5	1	0	-3	-17	0	-3	-18	-4	-7
O=C(COC(=O)CCC(=O)c1ccc2c(c1)OCCO2)NCc1ccc2c(c1)OCO2	-3.5	5	0	-13	9	-22	7	-4	-17	3	-2
O=C(Nc1nnc(-c2ccc(F)cc2)s1)C1CCN(S(=O)(=O)c2ccc(Cl)cc2)CC1	4.0	-4	-8	-25	-2	-6	0	-13	2	8	11
Cc1cccc(S(=O)(=O)NCC2CCCO2)c1 (stereo not given)	-1.6	2	3	4	-9	1	6	-4	-8	-8	2
Cc1sc2nc(CN3CCCC3)nc(N3CCN(S(=O)(=O)c4cccs4)CC3)c2c1C	-1.6	2	4	10	-24	4	9	-15	7	-7	-2
Cn1c(=O)c2c(nc(NCCCO)n2C/C=C/c2ccccc2)n(C)c1=O	-0.3	-1	-6	3	-35	13	-6	2	12	0	-14
O=C(OCc1ccccc1)N1CCC2CC1c1cc(N3CCOCC3)ccc12 (stereo not given)	1.6	-5	2	6	-9	-4	-3	-11	-39	-8	-5
CCCNS(=O)(=O)c1ccc(C(=O)NCC2CCCO2)cc1 (stereo not given)	-1.2	1	-2	2	1	0	7	0	22	-11	9
CC1(C)Cc2ccccc2-c2nnc(SCC(=O)Nc3nc4ccccc4s3)n21	3.1	-8	-5	18	0	1	20	10	10	1	-21
Cc1ccc(C)c(OCc2cc(C(=O)N3CCN(c4cnccn4)CC3)no2)c1	-1.6	-4	-3	1	0	-12	-6	-4	-1	2	13

Some of the compounds tested; the hit share may differ from the screen's.
